# Vif-A3F inh: blocks the Vif interaction with APOBEC3F; HeLa A3F-eYFP + Vif (tagged APOBEC3F with the HIV-1 protein that degrades it), YFP fluorescence increase; actives 0.2% (n = 390,000); AID 602313; Potency, µM (series often up to 46.1 µM), inactives show at the top dose activity, negative = active; further: potency means the concentration at half of the fitted maximal effect; % of control where 0% means no effect; nearly all actives have a fitted effect of over 65% in size
#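 HeLa cells stably expressing A3F-eYFP plus Vif, plated and incubated overnight at 37 deg C, then exposed to compounds overnight at 37 deg C. Blocked degradation read as raised yellow fluorescence (Ex 488/Em 500-530).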
# D1 PAM: human D1 dopamine receptor positive modulation; P21728; HEK293 TREx D1 cells, calcium flux, dopamine EC20 potentiation; potentiation, % at 10 µM; actives 0.036% (n = 360,000); in the data active means potentiation above about 30%; further: 0% is about no effect
# Target sequence (P21728 whole entry, looked up): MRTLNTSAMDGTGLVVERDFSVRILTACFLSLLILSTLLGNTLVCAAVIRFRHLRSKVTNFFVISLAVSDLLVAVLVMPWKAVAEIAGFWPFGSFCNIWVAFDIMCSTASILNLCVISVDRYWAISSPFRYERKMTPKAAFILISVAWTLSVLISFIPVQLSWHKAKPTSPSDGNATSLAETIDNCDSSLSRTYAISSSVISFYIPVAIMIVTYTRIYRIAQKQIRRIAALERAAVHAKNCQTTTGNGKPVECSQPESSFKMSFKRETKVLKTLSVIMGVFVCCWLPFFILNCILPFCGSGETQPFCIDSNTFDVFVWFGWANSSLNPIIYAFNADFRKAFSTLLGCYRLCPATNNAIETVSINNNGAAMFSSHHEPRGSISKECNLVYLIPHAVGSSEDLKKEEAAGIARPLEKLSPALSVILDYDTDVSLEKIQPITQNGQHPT
# RXFP1 agonist: agonists of human relaxin receptor RXFP1. Q9HBX9. HEK293T-RXFP1 cAMP TR-FRET, 30 min; response scale: percent of porcine relaxin response, buffer zero. Potency, µM (titrated, usually from 57.5 µM), for the others: at the top dose activation, actives largely listed as activators. actives 0.3% (n = 370,000); further: potency means the concentration at half of the fitted maximal effect; on the % scale 0 is the no-effect control and ±100 the full control effect; nearly all actives have a fitted effect of over 60% in size; many of its hits are not listed in these tables
#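 HEK293T cells stably expressing RXFP1 were pretreated with the PDE4 inhibitor Ro 20174, exposed to compounds for 30 min at 37C, lysed, and cAMP was read by TR-FRET. Data normalized to buffer (basal) and 29 nM porcine relaxin (100%).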
# Vif-A3G inh: blocks the Vif interaction with human APOBEC3G | actives 0.076% (n = 410,000) | AID 602310 | Potency, µM (titrated, usually from 46.1 µM), inactives show at the top dose activity, negative = active, usual class: inhibitors | HeLa A3G-eYFP + Vif (tagged APOBEC3G with the HIV-1 protein that degrades it), YFP fluorescence, overnight;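 further: potency means the concentration at half of the fitted maximal effect; on the % scale 0 is the no-effect control and ±100 the full control effect; nearly all actives have a fitted effect of over 60% in size; hits raise eYFP signal because A3G escapes Vif-driven loss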
# Target sequence (Q9HC16 whole entry, looked up): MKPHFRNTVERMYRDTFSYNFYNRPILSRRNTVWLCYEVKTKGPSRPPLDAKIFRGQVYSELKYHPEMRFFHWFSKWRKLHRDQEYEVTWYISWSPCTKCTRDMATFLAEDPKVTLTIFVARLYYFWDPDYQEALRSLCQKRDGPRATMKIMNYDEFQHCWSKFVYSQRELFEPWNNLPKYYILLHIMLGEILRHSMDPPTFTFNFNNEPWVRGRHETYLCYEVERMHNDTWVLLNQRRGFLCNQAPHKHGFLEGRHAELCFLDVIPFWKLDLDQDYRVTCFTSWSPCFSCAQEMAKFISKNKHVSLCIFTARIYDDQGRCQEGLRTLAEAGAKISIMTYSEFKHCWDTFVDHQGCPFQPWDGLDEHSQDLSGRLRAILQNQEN
#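 Read-out is eYFP fluorescence (Ex 488/Em 500-530) from Vif-expressing HeLa A3G-eYFP cells; more signal means A3G escaped Vif-mediated degradation. Cells plated overnight, compound pinned in, incubated overnight at 37 deg C.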
# D1 antag: antagonists of human D1 dopamine receptor | P21728 | HEK293 TREx D1 cells, calcium flux, dopamine EC80; hits give low values | activity change, negative = inhibition, % at 10 µM | actives 3.2% (n = 360,000); in the data active means activity change below about -30%; further: on the % scale 0 is the no-effect control and ±100 the full control effect
#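 Antagonism measured as reduced calcium response to an EC80 dopamine addition following 180 s compound pre-read; cells were inducible HEK293 Trex D1 plated overnight at 30 C, read kinetically at 1 cycle/sec.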
# D1 agonist: activates the human D1 dopamine receptor | P21728 | HEK293 T-REx D1 cells, calcium flux, agonist mode | AID 504660 | activation, % at 2 µM | actives 1% (n = 360,000); in the data active means activation above about 30%; further: 0% is about no effect
#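 Inducible HEK293 T-REx D1 cells, force-coupled to calcium signalling, were plated at 4000 cells/well with tetracycline and held overnight at 30 C. After no-wash calcium dye loading, compound-evoked calcium rise over 180 s flagged agonists.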
# D2 PAM: positive allosteric modulators of human D2 dopamine receptor; actives 0.34% (n = 340,000); potentiation, % at 10 µM; HEK293 T-REx D2, calcium flux, EC20 dopamine potentiation; P14416;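 active means potentiation over 3 SD above the plate norm, cut at about 30% in these data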; further: 0% is about no effect
#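 Using a no-wash calcium dye in inducible, force-coupled HEK293 Trex cells expressing D2, we tracked fluorescence each second for 180 s after compound, then for 180 s after EC20 dopamine to detect augmented signalling.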
# GRP78 ERSR act: induces the endoplasmic reticulum stress response in human glioma cells | actives 0.02% (n = 420,000) | U87-MG GRP78 promoter luciferase reporter, 16 h | Potency, µM, inactives show top-dose activation, most hits filed as activators; further: potency means the concentration at half of the fitted maximal effect; series mostly up to about 76 µM; % of control where 0% means no effect; nearly all actives have a fitted effect of over 35% in size
#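 Stably transfected U87-MG human glioma cells carrying a GRP78-based luminescent sensor were seeded at 1000 cells/well, pin-dosed with compounds and incubated 16 h. Luciferase reagent was then added, and end-point luminescence was read after 10 min at room temperature.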
# LDHA inh: inhibitors of human lactate dehydrogenase A | actives 0.15% (n = 480,000) | AID 1347041 | activity change, % (values are at about 110 or 230 µM) | purified LDHA, NADH/diaphorase-resazurin fluorescence; hits give low values | P00338; in the data active means activity change below about -30%; inconclusive means mostly about -25% to -30%;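 further: plate controls were DMSO wells for no effect and wells without enzyme for full effect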
#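 Human LDH5 at 2 nM final in Tris HCl pH 7.4 with 0.06 mM NADH and 0.2 mM pyruvate, reacted 5 minutes at room temperature. Remaining NADH coupled via diaphorase/resazurin; resorufin fluorescence read at 0 and 20 minutes, normalized to enzyme-free and DMSO wells.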
# Numbers without * were called inactive; ? = inconclusive; nt = not tested or not shown. Unless noted, the call rests on the fitted dose curve; in most records, active means well fitted curve in the direction sought with a large enough effect; inconclusive means small, poorly fitted or top-dose-only effect, or another doubt; inactive means no such curve, though single readings can be large; an effect the other way counts as inactive or inconclusive.
SMILES,Vif-A3F inh,D1 PAM,RXFP1 agonist,Vif-A3G inh,D1 antag,D1 agonist,D2 PAM,GRP78 ERSR act,LDHA inh
CCOC(=O)[C@H](O)[C@@H](O)c1cccc([C@H](O)[C@@H](O)C(=O)OCC)c1,5%,1,0.3%,4%,2,0,nt,-3%,-13
COc1ccc(N=C2NC(=O)S/C2=C\c2ccc(N(C)C)cc2)cc1,?,2,0.0%,?,-5,67*,-20,-2%,-4
Cc1ccc(-c2noc(CCC(=O)Nc3ccccc3N3CCN(C)CC3)n2)cc1,-7%,1,1.1%,-3%,-11,19,-13,4%,0
CSc1nnc(C(C)(C)C)c(=O)n1/N=C/c1ccccc1O,2%,1,1.4%,0%,13,1,14,-3%,0
Cc1ccnc(NS(=O)(=O)c2ccc(NC(=O)c3ccc(Cl)cc3[N+](=O)[O-])cc2)n1,16%,-6,5.4%,1%,-4,1,-2,0%,-2
c1ccc(-c2nnc3sc(-c4cc5ccccc5o4)nn23)cc1,0%,-5,2.5%,0%,-4,3,9,-1%,-8
O=C1CSC(c2ccccc2)N1Nc1nc(N2CCOCC2)nc(N2CCOCC2)n1 (stereo not drawn),0%,0,-0.2%,5%,3,5,2,-5%,-7
CCCn1c(N)c(N(CCOC)C(=O)CSc2cc(C)c3ccccc3n2)c(=O)[nH]c1=O,1%,nt,nt,5%,nt,nt,nt,-4%,-3
CC(C)C1C(=O)NC(=S)N1S(=O)(=O)c1ccc(C(C)(C)C)cc1 (stereo not drawn),2%,-1,-2.1%,2%,14,1,5,2%,0
CC(C)c1c(C(=O)N/N=C/C=C/c2ccccc2)nnn1-c1nonc1N,3%,-7,4.4%,0%,6,19,-2,-2%,3
O=C(c1ccc(COc2c(F)c(F)cc(F)c2F)o1)N1CCN(c2ccc(Cl)cc2)CC1,-2%,-1,4.3%,0%,-1,6,2,-3%,0
Cc1cc(C)c(NS(=O)(=O)c2ccc3c(c2)NC(=O)C(C)C(=O)N3)c(C)c1 (stereo not drawn),-6%,5,6.3%,-7%,4,5,-4,-2%,-8
CN(C(=O)COC(=O)c1ccc2c(c1)OCO2)c1c(N)n(Cc2ccccc2)c(=O)[nH]c1=O,-8%,-1,0.2%,0%,-10,1,12,-3%,-4
CN(CC(=O)NCc1ccc(Cl)cc1)S(=O)(=O)c1ccc2c(c1)c(=O)n(C)c(=O)n2C,-4%,4,2.3%,8%,-44*,0,6,1%,-3
CCOc1ccc(S(=O)(=O)N2CCN(CC)CC2)cc1NC(=O)c1ccccc1F,-18%,-4,-0.4%,-4%,-2,1,-15,0%,-9
c1ccc(CSc2nnnn2-c2cccc3ccccc23)nc1,3%,4,1.2%,0%,-13,4,5,-2%,-3
COc1ccc(-c2cc(C)no2)cc1S(=O)(=O)N1CCOc2ccc(C)cc21,-13%,1,1.0%,5%,-10,10,10,-7%,-2
C=CCSC1=C(C#N)C2(CCCCC2)C(C#N)C(=O)N1 (stereo not drawn),-6%,4,-0.2%,1%,-11,0,nt,-3%,-1
CCS(=O)(=O)n1nc(-c2ccccc2)nc1NCc1ccco1,0%,-5,1.9%,0%,3,1,5,4%,-13
Cc1cc(C)nc(SCC(=O)N/N=C/c2cccn2-c2ccc(O)cc2)n1,1%,-2,1.8%,-5%,2,0,9,-1%,-9
CCCN1CC(=O)N2Cc3[nH]c4ccccc4c3C[C@H]2C1=O,0%,-4,9.5%,1%,2,3,2,-8%,0
COc1cc(OC)cc(C(=O)NC(=S)N(Cc2ccccc2)C(C)C)c1,7%,-4,-1.1%,0%,11,2,8,-8%,-4
COc1ccc(NC(=O)CN2CCCC(C)C2)c([N+](=O)[O-])c1 (stereo not drawn),-4%,-5,0.2%,-2%,8,2,-1,-1%,1
Cc1cc(C(F)(F)F)n2nc(-c3ccc(Br)cc3)cc2n1,0%,0,0.9%,0%,16,3,-1,1%,-6
CCOCc1nnc(NC(=O)C2CCN(C(=O)C3CC(=O)N(c4ccc(C)cc4)C3)CC2)s1 (stereo not drawn),-19%,-1,-0.6%,1%,10,1,6,-5%,-3
SMILES,Vif-A3F inh,D1 PAM,RXFP1 agonist,Vif-A3G inh,D1 antag,D1 agonist,D2 PAM,GRP78 ERSR act,LDHA inh
CCCCn1c(N)c(N(CC(C)C)C(=O)c2cccc(S(=O)(=O)N3CCN(C(C)=O)CC3)c2)c(=O)[nH]c1=O,4%,-3,-0.6%,0%,-2,1,14,-4%,-13
Cc1ccc(C(C[N+](=O)[O-])Sc2ccc(N)cc2)cc1 (stereo not drawn),4%,7,3.8%,-17%,-14,13,10,-11%,6
CCOC(=O)C1(Cc2cccc(F)c2)CCN(Cc2ccon2)CC1,2%,5,-4.6%,5%,9,0,2,-5%,-18
COc1ccc(C2/C=C\CN(C(=O)c3ccccc3)[C@H](Cc3ccccc3)C(=O)N2Cc2ccc(F)cc2)cc1 (stereo partly drawn),0%,9,3.4%,2%,28,12,15,-4%,0
O=C(O)C1=C[C@H](c2ccccc2)C[C@H](OCCCCO)O1,6%,nt,nt,-1%,nt,nt,nt,-2%,-5
COc1cc(C2NC(=S)NC(C)=C2C(=O)Nc2cc(C)cc(C)c2)ccc1O (stereo not drawn),-4%,5,4.7%,4%,-7,3,-6,-1%,-2
CCc1nn2c(=O)cc(COC(=O)c3cccc(NC(=O)COc4ccccc4F)c3)nc2s1,-1%,0,-1.3%,-18%,-7,-1,3,-2%,-9
COc1ccc(OCCCON2C(=O)c3ccccc3C2=O)cc1,0%,-8,3.3%,-1%,-6,6,17,-6%,-8
C=CCn1cc(CN2CCC(C(=O)Nc3cccc(-c4cccc(Cl)c4)c3)CC2)c(C)n1,7%,-17,-0.3%,-23%,-35*,27,-21,-3%,-3
Cc1cc(NC(=O)c2cc(-c3ccco3)on2)no1,-8%,-5,-3.9%,1%,23,2,1,0%,-5
O=C(O)c1cccc(NC(=O)c2ccc3c(c2)C(=O)N(c2ccccc2)C3=O)c1,14%,0,-2.5%,0%,-9,2,-6,-2%,-5
Cc1nc2ccc(NC(=O)N(C(C)C)C(C)C)cc2s1,7%,-8,-3.0%,2%,9,2,9,1%,2
CCn1c(SCc2ccc(F)cc2)nc2ccccc2c1=O,2%,-3,6.9%,-4%,4,11,4,-4%,1
CCn1c(=O)c(C(=O)Nc2ccccc2F)c(O)c2ccccc21,0%,3,25%,-3%,12,4,1,6%,-3
C[C@@H]1CN([C@@H](C)CO)C(=O)c2cc(Br)cnc2O[C@@H]1CN(C)C(=O)Nc1ccc(F)cc1,-3%,nt,nt,-2%,nt,nt,nt,-2%,-3
COC(=O)c1cc(NCc2ccc3c(c2)OCO3)ccc1N1CCOCC1,-5%,1,0.7%,2%,-9,4,nt,-3%,2
COc1ccc(NC(=O)c2sc3nc(C(F)(F)F)cc(C)c3c2N)cc1OC,5.6µM*,-3,5.4%,-14%,16,6,10,-4%,6
O=C(CCc1nnc2ccc(N3CCC4(CC3)OCCO4)nn12)NCc1ccccc1Cl,1%,-2,?,-1%,-8,1,0,-2%,-5
CCOC(=O)Cc1ccc(NC(=O)N(Cc2ccc(CC)cc2)Cc2cn[nH]c2-c2ccc(OC)cc2)cc1,10%,0,-4.2%,-1%,-6,0,-9,-6%,-2
CCc1nnc(NC(=O)CSc2nc3cc(OC)ccc3cc2C)s1,6%,0,?,5%,8,-1,nt,2%,-11
CCOc1ccc(N(CC(=O)N2CCCCCC2)S(=O)(=O)c2ccc(F)cc2)cc1,-4%,1,-0.8%,-1%,2,2,12,2%,-10
COC(=O)c1ccc(NC(=O)Cn2c(=O)oc3ccccc32)cc1,1%,-2,5.2%,-2%,1,0,-11,4%,-7
CCC(=O)Nc1nc(C)c(-c2csc(Nc3ccccn3)n2)s1,-20%,-12,5.7%,-11%,6,2,7,5%,-7

# Some of the entries so far, with values under each structure.
# Second line of a record – Vif-A3F inh, D1 PAM, RXFP1 agonist, Vif-A3G inh, D1 antag, D1 agonist, D2 PAM, GRP78 ERSR act, LDHA inh
CCS(=O)(=O)n1nc(-c2ccccc2)nc1NCc1ccco1
    0%, -5, 1.9%, 0%, 3, 1, 5, 4%, -13
Cc1cc(C)nc(SCC(=O)N/N=C/c2cccn2-c2ccc(O)cc2)n1
    1%, -2, 1.8%, -5%, 2, 0, 9, -1%, -9
CCCN1CC(=O)N2Cc3[nH]c4ccccc4c3C[C@H]2C1=O
    0%, -4, 9.5%, 1%, 2, 3, 2, -8%, 0
COc1cc(OC)cc(C(=O)NC(=S)N(Cc2ccccc2)C(C)C)c1
    7%, -4, -1.1%, 0%, 11, 2, 8, -8%, -4
COc1ccc(NC(=O)CN2CCCC(C)C2)c([N+](=O)[O-])c1 (stereo not drawn)
    -4%, -5, 0.2%, -2%, 8, 2, -1, -1%, 1
Cc1cc(C(F)(F)F)n2nc(-c3ccc(Br)cc3)cc2n1
    0%, 0, 0.9%, 0%, 16, 3, -1, 1%, -6
CCOCc1nnc(NC(=O)C2CCN(C(=O)C3CC(=O)N(c4ccc(C)cc4)C3)CC2)s1 (stereo not drawn)
    -19%, -1, -0.6%, 1%, 10, 1, 6, -5%, -3
CCCCn1c(N)c(N(CC(C)C)C(=O)c2cccc(S(=O)(=O)N3CCN(C(C)=O)CC3)c2)c(=O)[nH]c1=O
    4%, -3, -0.6%, 0%, -2, 1, 14, -4%, -13
Cc1ccc(C(C[N+](=O)[O-])Sc2ccc(N)cc2)cc1 (stereo not drawn)
    4%, 7, 3.8%, -17%, -14, 13, 10, -11%, 6
CCOC(=O)C1(Cc2cccc(F)c2)CCN(Cc2ccon2)CC1
    2%, 5, -4.6%, 5%, 9, 0, 2, -5%, -18
COc1ccc(C2/C=C\CN(C(=O)c3ccccc3)[C@H](Cc3ccccc3)C(=O)N2Cc2ccc(F)cc2)cc1 (stereo partly drawn)
    0%, 9, 3.4%, 2%, 28, 12, 15, -4%, 0
O=C(O)C1=C[C@H](c2ccccc2)C[C@H](OCCCCO)O1
    6%, nt, nt, -1%, nt, nt, nt, -2%, -5

# From PubChem

# Not all compounds are listed; the hit share may differ from the screen's.
